# Assay outcomes from PubChem BioAssay.
# KAT2A inh – qHTS Assay for Inhibitors of GCN5L2. Histone acetyltransferase KAT2A (Homo sapiens), Q92830. 0.21% of 390,000 active. GCN5L2 HAT assay, ThioGlo1 CoA-SH fluorescence. Potency, µM (top dose mostly 58.9 µM), for inactives: at the highest dose activity change, negative = inhibition, most hits filed as inhibitors
# Target sequence (Q92830 whole entry, looked up): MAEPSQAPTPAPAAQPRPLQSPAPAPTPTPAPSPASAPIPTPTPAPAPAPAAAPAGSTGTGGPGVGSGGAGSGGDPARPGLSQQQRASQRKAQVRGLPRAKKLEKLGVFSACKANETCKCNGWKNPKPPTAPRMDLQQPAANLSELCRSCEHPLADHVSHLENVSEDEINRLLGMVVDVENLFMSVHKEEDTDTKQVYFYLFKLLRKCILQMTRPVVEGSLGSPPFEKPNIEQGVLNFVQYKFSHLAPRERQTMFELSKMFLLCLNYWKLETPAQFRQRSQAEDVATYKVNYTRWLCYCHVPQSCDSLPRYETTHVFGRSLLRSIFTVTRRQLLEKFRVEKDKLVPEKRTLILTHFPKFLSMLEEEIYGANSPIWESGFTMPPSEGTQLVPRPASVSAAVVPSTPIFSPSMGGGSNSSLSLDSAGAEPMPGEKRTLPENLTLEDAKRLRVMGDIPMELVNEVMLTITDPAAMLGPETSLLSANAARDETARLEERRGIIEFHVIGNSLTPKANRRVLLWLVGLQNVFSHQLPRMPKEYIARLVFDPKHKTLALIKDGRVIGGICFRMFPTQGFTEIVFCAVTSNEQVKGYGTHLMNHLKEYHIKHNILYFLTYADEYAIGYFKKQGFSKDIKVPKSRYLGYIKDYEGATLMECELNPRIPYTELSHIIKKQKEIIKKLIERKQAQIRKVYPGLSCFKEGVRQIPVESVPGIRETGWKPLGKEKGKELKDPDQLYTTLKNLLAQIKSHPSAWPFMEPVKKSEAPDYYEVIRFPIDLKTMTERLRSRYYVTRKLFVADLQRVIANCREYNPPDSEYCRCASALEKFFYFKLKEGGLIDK
#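 Compounds, pin-transferred from DMSO stocks, meet 20nM GCN5L2 for 15 min before the reaction begins with H3(1-25) peptide (75uM) and acetyl-CoA (70uM). Thiol-reactive ThioGlo1 reports CoA release over 20 min at room temperature.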
# DT40 TDP1 no CPT – qHTS for Inhibitors of human tyrosyl-DNA phosphodiesterase 1 (TDP1): qHTS in cells in absence of CPT; DT40 Tdp1-/- hTDP1 cells, no CPT, ATP luminescence, 48 h; Potency, µM (highest dose often 46.2 µM), for the others: top-dose activity change, negative = growth inhibition, most hits filed as inhibitors; 15% of 420,000 active; further: nearly all actives have a fitted effect of over 55% in size
#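 Luminescent ATP content (CellTiter-Glo) served as the growth readout. Knockout chicken DT40 cells expressing human TDP1 were exposed to compounds without camptothecin for a minimum 48 hr at 37 °C.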
# TDP1 inh – qHTS Assay for Inhibitors of Tyrosyl-DNA Phosphodiesterase (TDP1); Potency, µM (top dose mostly 130 µM), without a hit: at the top dose activity change, negative = inhibition, usual class: inhibitors; 0.28% of 350,000 active; Tyrosyl-DNA phosphodiesterase 1 (Homo sapiens), Q9NUW8; AID 485290, 2010; recombinant TDP1, AlphaScreen DNA substrate cleavage; further: nearly all actives have a fitted effect of over 40% in size
#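 AlphaScreen read-out: signal falls as enzyme removes the 3' tyrosine-FITC from a 5'-biotinylated DNA oligo (15 nM, 5 min, RT). Enzyme was E. coli-made recombinant Tdp1 at 1 nM, exposed to compound for 15 min beforehand; beads 10 ug/ml, 10 min.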
# Active calls of the source: *; ? = inconclusive; · = no result given; & = joins results of further samples; [ ] = another dose, or the depositor's remark. The call rests on the fitted dose curve; in most records, active means well fitted curve in the direction sought with a large enough effect; inconclusive means small, poorly fitted or top-dose-only effect, or another doubt; inactive means no such curve, though single readings can be large; an effect the other way counts as inactive or inconclusive. On the % scale 0 is the no-effect control and ±100 the full control effect; potency means the concentration at half of the fitted maximal effect. Not all compounds are listed (hit frequency here may not be typical).
1) CCN(CC)C(=O)CSc1nc2cc(OC)c(OC)cc2c(=O)n1Cc1ccc(Cl)cc1
2) CCN(CC)c1ccc(NC(=O)c2ccc(Cl)nc2)cc1
3) COc1ccc(NS(=O)(=O)c2cc3[nH]c(=O)c(=O)[nH]c3cc2C)cc1OC
4) O=C(NC1CCCC1)C(NS(=O)(=O)c1cccc2nsnc12)c1ccccc1 (centres undefined)
5) Cc1cccc(C(=O)Oc2ccccc2C(=O)N2CCOCC2)c1
6) COc1ccc2cc(C#N)c(SCC(=O)OCc3ccccc3)nc2c1
7) CCN(CC(=O)Nc1c(F)cccc1F)C(=O)c1cc(S(=O)(=O)N2CCOCC2)ccc1N1CCCC1
8) CCc1ccc(S(=O)(=O)c2nnn3c2nc(NCc2ccccc2)c2cc(Cl)ccc23)cc1

screen / no. | 1 | 2 | 3 | 4 | 5 | 6 | 7 | 8
TDP1 inh | 7% | 1% | 1% | 2% | · | -7% | -3% | -7%
DT40 TDP1 no CPT | 18µM* | 2.6µM* | -8% | -12% | ? | -19% | -3% | ?
KAT2A inh | -13% | -4% | -5% | -3% | -4% | · | -12% | -2%

9) O=C(O)c1c(NC(=O)N2CCCC2)sc2c1CCCC2
10) CSc1nc(N)c2ncn([C@H]3O[C@H](COP(=O)(O)OP(=O)(O)OP(=O)(O)O)[C@@H](O)[C@@H]3O)c2n1
11) CCC(C)NCCOCCOc1ccc(F)cc1 (centres undefined)
12) c1ccn2c(SCc3cn4ccsc4n3)nnc2c1
13) CCN(CC)C(=O)c1c2c(nc3ccccc13)-c1ccccc1CC2
14) COc1ccc(-c2noc(CSc3nnc(-c4ccncc4)n3-c3cccc(C)c3)n2)cc1OC
15) NNC(=O)CCS(=O)(=O)c1ccc2ccccc2c1
16) CCC(=O)Nc1nonc1-c1nc2ccccc2n1CC(C)C

screen / no. | 9 | 10 | 11 | 12 | 13 | 14 | 15 | 16
TDP1 inh | · | 12%[56.1 µM] | -4% | -3% | 1% | 5% | 6% | 1%
DT40 TDP1 no CPT | -13% | ? | -19% | -9% | ? | ? | -8% | 23µM*
KAT2A inh | 2% | -8% | -4% | -4% | 2% | 1% | -3% | -10%

17) O=C(N/N=C/c1c(Cl)cccc1Cl)c1n[nH]c2c1CCCC2
18) Cc1csc(SCc2nnc(-c3ccc(Cl)cc3)o2)n1
19) COc1ccc(C(=O)Nc2ccc(C3(C#N)CCCC3)cc2)cc1OC
20) COc1ccc(NC(=O)c2cc3c(=O)[nH]c4ccccc4c3n2C)cc1Cl
21) CCSc1nc2ccccc2n1CC(=O)N1CCOCC1
22) COc1ccccc1CC(=O)Nc1ncc(C)s1
23) COc1ccc(OC)c(NC(=O)Nc2cnccn2)c1
24) Cc1ccc(Cn2c(O)c(N=O)c3ccccc32)cc1

screen / no. | 17 | 18 | 19 | 20 | 21 | 22 | 23 | 24
TDP1 inh | -3% | 3% | · | 2% | -3% | · | 6%[56.1 µM] | 6%
DT40 TDP1 no CPT | 12µM* | -19% | 23µM* | -19% | 10% | 16µM* | 21% | -11%
KAT2A inh | -11% | -15% | -4% | -8% | 3% | -8% | -21% | -7%

25) CC(C)CCNC(=O)c1cc2c(s1)-c1ccccc1S(=O)(=O)C2
26) Cc1c(Cl)cccc1NC(=S)N1CCN(Cc2ccc3c(c2)OCO3)CC1
27) Cc1cccc(N2C(=O)C3C4C=CC(C4)C3C2=O)c1 (centres undefined)
28) N#Cc1ccc(OCC(=O)N2CCN(S(=O)(=O)c3ccc(Cl)s3)CC2)cc1
29) O=C(Cn1ncc2c(=O)oc3ccccc3c21)NCC1COc2ccccc2O1 (centres undefined)
30) O=C(O)CSc1ccc2nnc(-c3cccnc3)n2n1
31) Cc1nc2ccc(NC(=O)c3ccco3)cc2nc1C
32) CCOC(=O)c1c(-c2ccc(C)cc2)csc1NC(=O)c1cc2ccccc2oc1=O

screen / no. | 25 | 26 | 27 | 28 | 29 | 30 | 31 | 32
TDP1 inh | -3% | 2% | -4% | 0% | -1% | 7%&3% | -2% | 13%
DT40 TDP1 no CPT | ? | 1% | -16% | ? | -20% | -14%&3% | -12% | -19%
KAT2A inh | -3% | -3% | 0% | -4% | -2% | -5% | -12% | -14%

# An excerpt of these results, with values under each structure:
# Values run as follows: TDP1 inh	DT40 TDP1 no CPT	KAT2A inh
18. Cc1csc(SCc2nnc(-c3ccc(Cl)cc3)o2)n1
  3%	-19%	-15%
19. COc1ccc(C(=O)Nc2ccc(C3(C#N)CCCC3)cc2)cc1OC
  ·	23µM*	-4%
20. COc1ccc(NC(=O)c2cc3c(=O)[nH]c4ccccc4c3n2C)cc1Cl
  2%	-19%	-8%
21. CCSc1nc2ccccc2n1CC(=O)N1CCOCC1
  -3%	10%	3%
22. COc1ccccc1CC(=O)Nc1ncc(C)s1
  ·	16µM*	-8%
23. COc1ccc(OC)c(NC(=O)Nc2cnccn2)c1
  6%[56.1 µM]	21%	-21%
24. Cc1ccc(Cn2c(O)c(N=O)c3ccccc32)cc1
  6%	-11%	-7%
25. CC(C)CCNC(=O)c1cc2c(s1)-c1ccccc1S(=O)(=O)C2
  -3%	?	-3%
26. Cc1c(Cl)cccc1NC(=S)N1CCN(Cc2ccc3c(c2)OCO3)CC1
  2%	1%	-3%
27. Cc1cccc(N2C(=O)C3C4C=CC(C4)C3C2=O)c1 (centres undefined)
  -4%	-16%	0%
28. N#Cc1ccc(OCC(=O)N2CCN(S(=O)(=O)c3ccc(Cl)s3)CC2)cc1
  0%	?	-4%
29. O=C(Cn1ncc2c(=O)oc3ccccc3c21)NCC1COc2ccccc2O1 (centres undefined)
  -1%	-20%	-2%
30. O=C(O)CSc1ccc2nnc(-c3cccnc3)n2n1
  7%&3%	-14%&3%	-5%
31. Cc1nc2ccc(NC(=O)c3ccco3)cc2nc1C
  -2%	-12%	-12%
32. CCOC(=O)c1c(-c2ccc(C)cc2)csc1NC(=O)c1cc2ccccc2oc1=O
  13%	-19%	-14%

# (next part)
33) COc1ccccc1CNC(=O)COC(=O)c1ccc(C)c(S(=O)(=O)N2CCOCC2)c1
34) CCc1ccc(CN2CCCC(CNC(=O)c3cc(OC)cc(OC)c3)C2)cc1 (centres undefined)
35) COc1cccc(Cn2c(=O)n(-c3cccc(Cl)c3)c(=O)c3c4c(sc32)CN(C(C)=O)CC4)c1
36) Cc1cccc(C(=O)NCC(=O)OCC(=O)c2ccc(Cl)s2)c1
37) COc1ccc(Cc2n[nH]c(=S)o2)cc1
38) NS(=O)(=O)c1cccc(NC(=O)Nc2ccccc2)c1
39) CCCOc1ccc(CCC(=O)N/N=C/c2ccc([N+](=O)[O-])o2)cc1
40) N#CC1=C(N)Oc2n[nH]c(-c3ccc(F)cc3)c2C1c1cccnc1 (centres undefined)

screen / no. | 33 | 34 | 35 | 36 | 37 | 38 | 39 | 40
TDP1 inh | 0% | · | 5% | 2% | -6% | -1% | 5% | 4%
DT40 TDP1 no CPT | -5% | ? | 18µM* | 10% | 1% | 8% | -98% | -3%
KAT2A inh | ? | -2% | -8% | -8% | -3% | -11% | 4% | -3%[0.501 µM]

41) O=C(O)C1CCN(C(=O)CSc2nnc(-c3ccccc3)o2)CC1
42) CN(Cc1c(F)cccc1Cl)C(=O)c1ccc(COc2ccccc2)cc1
43) O=C(N/N=C/c1ccncc1)c1ccccc1
44) COc1ccc(OC)c(S(=O)(=O)N2CCCC(C(=O)NCCN3CCOCC3)C2)c1 (centres undefined)
45) COc1ccnc(Oc2ccccc2)c1C(=O)N/C=N/OCc1ccccc1F
46) Cc1ccc(COC(=O)c2cccc(S(=O)(=O)N3CCCCCC3)c2)cc1
47) CCOC(=O)c1cc2sccc2n1CC(=O)N1CCN(C(=O)c2ccco2)CC1
48) COc1ccc(-n2c(/C=C/c3cccc4ccccc34)nc3ccccc3c2=O)cc1OC

screen / no. | 41 | 42 | 43 | 44 | 45 | 46 | 47 | 48
TDP1 inh | 0% | 6% | 4% | 7% | · | -8% | 5% | 3%
DT40 TDP1 no CPT | 2% | ? | -2% | 0% | ? | -9% | -4% | 15µM*
KAT2A inh | 1% | 1% | -12% | -3% | -15% | -4% | -1% | -28%

49) CCc1n[nH]c(=S)n1/N=C/c1ccc(N(CC)CC)cc1
50) NC(=O)c1ccsc1NC(=O)COC(=O)Cc1cccc2ccccc12
51) COC(=O)c1ccc2c(=O)n3nc(Nc4cc(OC)ccc4OC)sc3nc2c1
52) O=C(CSc1nc2scc(-c3ccccc3)c2c(=O)[nH]1)N1CCOCC1
53) Cc1ccc(OCCC(=O)Nc2ccccc2C(=O)N2CCCCC2)cc1
54) Cc1ccc(C)c(N2CCN(C(=O)CCS(=O)(=O)c3ccc4c(c3)NC(=O)C(C)S4)CC2)c1 (centres undefined)
55) CCOC(=O)Cc1nnc(NC(=O)C2CCCCC2)s1
56) O=C(O)CSc1ccccc1C(=O)O

screen / no. | 49 | 50 | 51 | 52 | 53 | 54 | 55 | 56
TDP1 inh | 10% | 4% | 0% | 4% | -5% | -3% | 3% | 3%
DT40 TDP1 no CPT | ? | 10µM* | -17% | -28% | ? | 15µM* | 21% | -6%
KAT2A inh | -16% | -8%[0.501 µM] | -3% | -13% | -21% | -5% | 0% | -2%

57) CN1C(=O)/C(=C\C=C2/CCCN2C)N(C)C1=S
58) CN1CCN(C(=O)NC2CCCCC2)CC1
59) CC(c1cccnc1)N(C(=O)Nc1ccccc1)C1CCCCC1 (centres undefined)
60) CN(C)c1ccc(CNC(=O)c2ccc(CNc3c(N4CCCCC4)c(=O)c3=O)cc2)cc1
61) Cc1ccccc1C(=O)N1CC(=O)Nc2ccc(F)cc2C1c1ccc(F)cc1 (centres undefined)
62) O=S(=O)(c1ccc(-c2ccccn2)s1)N1CCC2(CC1)OCCO2
63) COc1ccc(NC(=O)c2sc3cc(C(F)(F)F)cnc3c2-c2cccs2)cc1
64) COc1ccc(CNC(=O)c2cc3c(=O)n4ccccc4nc3n(CC3CCCO3)c2=N)cc1 (centres undefined)

screen / no. | 57 | 58 | 59 | 60 | 61 | 62 | 63 | 64
TDP1 inh | -1% | 0% | 2% | -1% | · | 3% | 2% | 0%
DT40 TDP1 no CPT | 8% | -8% | -17% | -27% | ? | ? | -11% | -22%
KAT2A inh | -2% | -2% | -8% | -8% | -3% | 2% | -2%[0.501 µM] | -16%

65) c1ccc2c(-c3nc4ncccc4o3)cccc2c1
66) COc1cccc(/C=N/NC(=S)NCCc2ccccc2)c1
67) COC(=O)c1sccc1NC(=O)c1cc(-c2cc(C)ccc2C)nc2ccccc12
68) CCOc1ccc(N(CC(=O)NCc2ccccc2)C(=O)CCC(=O)Nc2nccs2)cc1
69) O=C(N[C@@H](CCC/[N+]([O-])=C/c1ccccc1)C(=O)O)OCc1ccccc1
70) Cc1ccc(CCC(=O)Nc2ccc(Cl)cc2)o1
71) COC(=O)c1ccc(CSc2n[nH]c(C)n2)o1
72) C=CCOc1ccc(C(=O)Nc2ccccc2C(=O)N2CCCC2)cc1

screen / no. | 65 | 66 | 67 | 68 | 69 | 70 | 71 | 72
TDP1 inh | -1% | 5% | 2% | 8% | · | · | 1% | 1%
DT40 TDP1 no CPT | ? | ? | ? | ? | 9% | -4% | 0% | -21%
KAT2A inh | 1% | -17% | -11% | -8% | 1% | -8% | 2% | ?

73) O=C(CCn1cccn1)Nc1cccc(C(F)(F)F)c1
74) CCCCN1C(=O)/C(=C(/C#N)C(N)=O)c2ccccc21
75) CN1CCN(c2ncc3nc(CCc4ccccc4)c(=O)n(CCc4ccccc4)c3n2)CC1
76) COC(=O)c1ccccc1NC(=O)C(Cc1ccccc1)N1Cc2ccccc2C1=O (centres undefined)
77) CCOC(=O)c1cccnc1
78) O=C(O)c1ccc(N(c2ccccc2)c2ccccc2)cc1
79) Cc1ncc([N+](=O)[O-])n1CCOC(=O)Nc1ccc(Cl)c(Cl)c1
80) COc1ccc(CCNC(=O)CSc2nc3[nH]ncc3c(=O)n2-c2ccc(C)c(Cl)c2)cc1OC

screen / no. | 73 | 74 | 75 | 76 | 77 | 78 | 79 | 80
TDP1 inh | 2% | 0% | · | 6% | 9% | 2% | 10% | 4%
DT40 TDP1 no CPT | -16% | -3% | ? | ? | 9% | 1% | -26% | -7%
KAT2A inh | 20% | -3% | -23% | -5% | -9% | -9% | -20% | -11%
